LYP inhibition = inhibitors of LYP phosphatase, biochemical, fluorescence intensity, uHTS (AID 1779). inhibition, % at 11.5 µM, or IC50 in µM where a hit was titrated. 290,000 tested, 0.054% active. recombinant LYP phosphatase, fluorescence intensity; higher % means a stronger effect;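 note: plate controls were vehicle with enzyme for no effect and no enzyme for full effect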
Yfh1-off respiration = mitochondrial function rescue without frataxin homolog – Friedreich's ataxia, plus single-dose screen, dose response (AID 1465); fold induction at 50 µM, or EC50 in µM where a hit was titrated; 220,000 tested, 0.074% active; S. cerevisiae Yfh1-off respiration, WST-1 reduction, 72 h; higher fold induction means a stronger effect;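 active = fold induction of absorbance versus untreated yeast above a set limit, then at least 30% activation at any dose in follow-up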;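 note: activators that raise dye reduction in frataxin-depleted yeast; strong numbers were not always called active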
WT yeast gro inh = growth inhibition of WT yeast, mitochondrial fusion screen; 190,000 tested, 2.1% active; mitochondrial fusion phenotypic screen, WT strain; inhibition, % at 10 µM; in the data active = inhibition above about 58%; tested in S. cerevisiae
TNAP activators = human TNAP enzyme activators, primary screen, biochemical, luminescent, no phosphate acceptor, uHTS (AID 1001). purified TNAP, luminescent activation assay, no phosphate acceptor; higher activation fold means a stronger effect. activation fold at 20 µM; hits with a dose series show EC50 in µM. 200,000 tested, 0.03% active; in the data active = activation fold from about 3, or a potency from the dose series; inactive = the rest, 99 in 100 with activation fold below about 1.6; note: many of its hits are not listed in these tables
human PMI inhibition = inhibitors of human PMI, primary screen, biochemical, fluorescence intensity, coupled assay (AID 1209) | 190,000 tested, 0.42% active | one-dose inhibition, % at 20 µM; IC50 in µM for titrated hits | purified PMI enzyme, coupled fluorescence intensity; higher % means a stronger effect;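 note: plate controls were DMSO vehicle for no effect and wells lacking substrate for full effect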
P. falciparum M17LAP = P. falciparum M17LAP inhibitors, primary screen, biochemical, fluorogenic H-Leu-NHMec substrate, 1536-well (AID 1619) | recombinant M17LAP, H-Leu-NHMec fluorogenic kinetic assay; higher % means a stronger effect | inhibition, % at 30 µM; hits with a dose series show IC50 in µM | 220,000 tested, 0.38% active;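 active = compound inhibiting the enzyme by more than half at any dose during confirmatory dose-response retesting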;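 note: plate controls were full reaction with DMSO carrier for no effect and no enzyme background for full effect; strong numbers were not always called active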
human PMI inhibitors = human PMI inhibitors, high substrate, primary screen, biochemical, fluorescence intensity, high mannose 6-phosphate (AID 1220). recombinant PMI enzyme, coupled fluorescence intensity; higher % means a stronger effect. one-dose inhibition, % at 20 µM; IC50 in µM for titrated hits. 190,000 tested, 0.66% active
P. falciparum M1AAP = P. falciparum M1AAP inhibitors, biochemical, fluorogenic H-Leu-NHMec substrate, 1536-well (AID 1445); recombinant M1AAP, H-Leu-NHMec fluorogenic kinetic assay; higher % means a stronger effect; 220,000 tested, 0.42% active; inhibition, % at 30 µM; hits with a dose series show IC50 in µM;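 active = primary inhibition above the hit cutoff, then over 50% inhibition at one or more dose response concentrations, cut at about 23% in these data, passing the limit was not always enough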;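 note: plate controls were DMSO full reaction for no effect and no enzyme background for full effect; strong numbers were not always called active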
XIAP displacement = small molecules displacing peptide from XIAP – biochemical, IAP family, fluorescence polarization (AID 1018); 200,000 tested, 0.007% active; XIAP BIR domain, fluorescence polarization peptide displacement; higher % means a stronger effect; displacement, % at 20 µM, or IC50 in µM where a hit was titrated; in the data active = displacement above about 50%; note: a part of the inactive calls stands beside numbers as strong as those of hits
WT yeast gro inh mutant strain = also measured in WT yeast gro inh; calls as there; inhibition, %; mitochondrial fusion phenotypic screen, mutant strain inhibition
* hit, by the source's call; i = inactive; . = no result given. Cut-off read from the data, not from the text of the source, unless noted: active = inhibition above about 50%; inactive = the rest.

Sequence of screens – LYP inhibition, Yfh1-off respiration, WT yeast gro inh, WT yeast gro inh mutant strain, TNAP activators, human PMI inhibition, P. falciparum M17LAP, human PMI inhibitors, P. falciparum M1AAP, XIAP displacement
CN(C(=O)COC(=O)CCc1nc2ccccc2c(=O)[nH]1)C1CCS(=O)(=O)C1 (stereo not given)
 : -2%, i, -12, -11, 1.1, -10%, 0%, -7%, 3%, -0.6%
Cc1cccn2c(CNC3CCCc4ccccc43)c(C(=O)N3CCCCC3)nc12 (stereo not given)
 : -2%, i, 36, 19, 1.1, 8%, 10%, 10%, -6%, 0.1%
CCOC(=O)c1cnc2ccc(OCC)cc2c1N1CCN(c2ccccc2)CC1
 : -3%, i, 74*, 39*, 1.1, 24%, -4%, 19%, -2%, -2.0%
O=C(C1CCN(S(=O)(=O)c2cccs2)CC1)N1CCN(Cc2ccccc2)CC1
 : -9%, i, -3, 12, 1, -40%, 0%, -15%, -1%, -1.4%
O=C(Nc1cccc(F)c1)C1CC(=O)N(c2ccc(Br)cc2)C1 (stereo not given)
 : 0%, i, 9, -3, 1.1, 12%, 6%, 6%, -1%, -1.8%
CC(=C\C(=O)O)/C(=C/c1ccco1)C(=O)O
 : -4%, i, ., ., ., ., 2%, ., -1%, .
COC(=O)COc1cccc2c(=O)n(CC(=O)N3CCC(C)CC3)ccc12
 : -3%, i, ., ., ., ., -8%, ., -1%, .
CC(C)(C)C1C/C(=C/c2ccccn2)C(=O)/C(=C/c2ccccn2)C1 (stereo not given)
 : 3%, i, 69*, 32*, 1, -12%, -11%, -13%, 10%, -1.3%
N#CCCN(Cc1ccccc1)C(=O)Nc1ccc(F)cc1
 : -8%, i, ., ., ., ., -6%, ., -4%, .
CC(=O)Nc1ccc(NC(=O)Nc2ccc3c(c2)N(C)C(=O)CS3)cc1
 : 2%, i, -5, -21, 1, -6%, 4%, -10%, 7%, -3.0%
COc1ccc2nc(C)cc(SCC(=O)N/N=C/c3ccc(O)c(O)c3)c2c1
 : 6%, i, 2, 4, 0.2, 34%, 8%, -7%, 12%, -5.3%
CN1/C(=C\C(=O)Nc2cccnc2)c2ccccc2CC1(C)C
 : -4%, ., 20, 6, 1.1, -41%, 12%, -38%, 0%, -0.6%
CC(C)c1c(Cl)c(O)c(-c2ccccc2)c(=O)n1-c1ccc(F)cc1
 : -4%, i, -1, -12, 1, -14%, 13%, -31%, 7%, -3.9%
CCC(C(=O)OCC(=O)c1ccc2c(c1)NC(=O)CO2)c1ccccc1 (stereo not given)
 : -4%, i, 20, 2, 1.1, -3%, -8%, -2%, 4%, -4.2%
Cc1ccc(CCNC(=O)C2CC(c3cc(C(F)(F)F)cc(C(F)(F)F)c3)=NO2)cc1 (stereo not given)
 : -2%, i, ., ., ., ., 0%, ., -3%, .
O=C(O)c1cc2n(n1)C(C(F)(F)F)CC(c1ccccc1)N2 (stereo not given)
 : -4%, i, -5, -11, 1.1, 16%, 7%, 21%, 6%, 1.5%
Cc1cccc(/C=N/N2CCN(c3ccccc3)CC2)c1
 : 8%, i, -1, -10, 1, -2%, -6%, 0%, 2%, -23%
Cc1ccccc1C(=O)Nc1nc(-c2cccnc2)cs1
 : -9%, i, ., ., ., ., 5%, ., -2%, .
Cc1ccc(-n2ncc3c(=O)n(CC(=O)NC4CCCC4)cnc32)cc1C
 : -2%, i, -2, -14, 1.1, 0%, 1%, 1%, 0%, -3.2%
S=C(NCC1CCCO1)Nc1ccccc1 (stereo not given)
 : -3%, i, 4, 4, 1.1, 10%, 8%, 4%, -1%, -8.5%
O=C(c1ccccc1)c1nc[nH]c1C(=O)Nc1ccccn1
 : -4%, i, 15, 24, 1.1, 19%, 8%, 13%, 18%, -1.7%
CC1(C)Oc2ccc(C(=O)NN)cc2NC1=O
 : -8%, i, 3, -12, 1.1, -4%, 15%, -11%, 5%, 2.3%
COc1ccc2c(-c3ccccc3)cc(SC(C)C(N)=O)nc2c1 (stereo not given)
 : 4%, i, 19, 22, 1, -63%, 0%, -94%, 9%, -7.6%
CCN(CC)S(=O)(=O)c1cccc(C(=O)NC(Cc2c[nH]c3ccccc23)c2nnc3n2CCC3)c1 (stereo not given)
 : -3%, i, 1, -10, 1.1, -2%, 25%, -1%, 6%, -10%
CCC1(C)Cc2c(C#N)c(N)n(N)c(=S)c2CO1 (stereo not given)
 : 0%, i, 0, -2, 1.1, -12%, 7%, -12%, 4%, -0.9%
Cn1c(SCC(=O)c2ccc3c(c2)Cc2ccccc2-3)nnc1-c1ccccc1
 : -4%, i, 15, 18, 1, 1%, 6%, -4%, 11%, -4.8%
c1ccc2c(CCNc3ncnc4nc[nH]c34)cccc2c1
 : -4%, i, -17, 10, 2.4, 12%, 7%, 10%, 2%, -3.9%
CSc1ccccc1C(=O)NCc1ccc(C)cc1
 : -8%, i, -15, -7, 1, -10%, 6%, -12%, 12%, -5.4%
CC(C)C(O)(C#CCN1CCCC1)c1ccccc1 (stereo not given)
 : -6%, i, 2, 7, 1, 9%, 2%, 10%, 5%, -1.4%
O=[N+]([O-])c1ccc(/C=N/n2c(COc3ccccc3)n[nH]c2=S)cc1
 : 10%, i, 2, -9, 0.6, 9%, 3%, -3%, 10%, 3.1%

Brought forward from above: three entries, followed by the next part.
Sequence of screens – LYP inhibition, Yfh1-off respiration, WT yeast gro inh, WT yeast gro inh mutant strain, TNAP activators, human PMI inhibition, P. falciparum M17LAP, human PMI inhibitors, P. falciparum M1AAP, XIAP displacement
CSc1ccccc1C(=O)NCc1ccc(C)cc1
 : -8%, i, -15, -7, 1, -10%, 6%, -12%, 12%, -5.4%
CC(C)C(O)(C#CCN1CCCC1)c1ccccc1 (stereo not given)
 : -6%, i, 2, 7, 1, 9%, 2%, 10%, 5%, -1.4%
O=[N+]([O-])c1ccc(/C=N/n2c(COc3ccccc3)n[nH]c2=S)cc1
 : 10%, i, 2, -9, 0.6, 9%, 3%, -3%, 10%, 3.1%
Cc1csc(NC(=O)c2ccc(N3CCCC3=O)cc2)n1
 : -2%, i, 18, 19, 1, 4%, 15%, 6%, 4%, -8.4%
O=C(CCc1nc2ccccc2c(=O)[nH]1)OCC(=O)N1CCc2ccccc21
 : -7%, i, -15, -12, 1, 5%, -6%, 4%, -2%, -13%
CCOc1ccc(OCC)c(NC(=O)C2CCCN(c3nc(C)cc(C)n3)C2)c1 (stereo not given)
 : 0%, i, 22, -3, 1.1, 13%, -3%, 27%, -7%, -9.5%
CCc1nnc(NC(=O)CSc2nnc(Cc3cccn3C)n2CCOC)s1
 : -6%, i, 11, -5, 1.1, -23%, 20%, -25%, 1%, -4.1%
N[C@@H](Cc1ccc(O)cc1)c1nnc([C@H](CCC(=O)O)NC(=O)C2CCNCC2)o1
 : -7%, i, -4, 5, 1, -15%, -3%, -13%, 8%, -0.2%
O=C(CSc1ccc(Cl)cc1)NCc1ccco1
 : -3%, i, -2, -23, 1.1, -2%, 7%, -5%, -6%, -10%
CCOC(=O)C1=C(C)NC2=C(C(=O)c3ccccc32)C1c1cccnc1 (stereo not given)
 : 5%, i, 9, -19, 1, -4%, 3%, -17%, 9%, -4.0%
CSc1ccc(C(=O)C2CCCN(C(=O)c3ccc4c(c3)no[n+]4[O-])C2)cc1 (stereo not given)
 : -3%, i, ., ., ., ., -8%, ., 2%, .
CCOC(=O)C1CCN(C(=O)c2n[nH]c(=O)c3ccccc23)CC1
 : -2%, i, 6, 5, 0.9, -5%, 0%, 2%, -2%, -1.2%
CCOC(=O)N1CCC(n2c(SCC(=O)N3CCC(C)CC3)nc3ccccc3c2=O)CC1
 : 9%, i, -7, 5, 1, 3%, 1%, 5%, 2%, -18%
CSc1ncccc1C(=O)OCC(=O)N(CC(C)C)C1CCS(=O)(=O)C1 (stereo not given)
 : -4%, i, -11, -18, 1.1, 6%, -7%, 10%, 4%, 4.7%
COc1ccc(N2CCN(C(=O)CN(c3cccc(Br)c3)S(C)(=O)=O)CC2)cc1
 : 1%, i, -2, -2, 1.1, 12%, 1%, 9%, 0%, -7.3%
CCOC(=O)Cc1csc(N(C)C)n1
 : 0%, i, -8, -2, 1.1, -8%, -1%, -8%, 1%, -4.0%
CCn1c(Nc2ccccc2Cl)nc2ccccc21
 : 3%, i, 13, 7, 1.1, 13%, -6%, 14%, -4%, -0.4%
CCOc1ccc(CNC(=O)C2CCCN(S(C)(=O)=O)C2)cc1OC (stereo not given)
 : -5%, i, 4, -39, 1.1, 9%, -1%, 14%, 13%, -3.7%
COc1ccc(-c2nsc3c(SCC(=O)Nc4cc(C)ccc4C)ncnc23)cc1
 : -8%, i, 4, -19, 1, -14%, -1%, -10%, -2%, -7.4%
FC(F)(F)c1cc(CCN2C(=S)NC[C@@H]2Cc2ccccc2)cc(C(F)(F)F)c1
 : 8%, i, 64*, 24*, 1.1, 18%, -2%, 9%, -1%, -2.7%
O=C(CCOc1ccc(F)cc1)Nc1nccs1
 : -8%, i, ., ., ., ., -1%, ., -3%, .
Cc1ccsc1/C=N/N1CCN(Cc2ccccc2)CC1
 : -10%, i, -15, -5, 1, 5%, -7%, 5%, 4%, -3.8%
O=C(O)CCCC(=O)NNc1ncnc2ccccc12
 : 0%, i, -16, -15, 1.1, -4%, 33%, 7%, 14%, -6.3%
Cc1cc(O)c(C(=O)c2ccccc2C(=O)O)cc1C
 : -5%, i, 4, 6, 1, 8%, i, 10%, 10%, -18%
COc1ccc(/C=N/N2CCN(C)CC2)cc1OC
 : 9%, i, 1, -33, 1.1, 7%, -1%, 0%, -2%, -3.1%
CCOCc1cnc(C)nc1NCC(=O)c1c(C)n(C)c2ccc(OC)cc12
 : -7%, i, -8, -35, 1.1, 8%, -1%, 7%, 10%, -3.3%
CCSc1ncc(Cl)c(C(=O)Nc2cc(C)ccc2C)n1
 : 0%, i, ., ., ., ., -1%, ., 4%, .
O=C(Cc1cccs1)N(CC1CCCO1)C1(C(=O)NC2CCCCC2)CCCCC1 (stereo not given)
 : 4%, i, -7, -5, 1.1, -9%, -3%, -5%, 4%, -5.2%
CCOC(=O)CSc1nnc2cc(C)c3ccccc3n12
 : -4%, i, 11, 0, 1.1, 0%, 14%, -3%, -2%, 1.3%
CCC(C)(C)C1CCc2[nH]nc(C(=O)N/N=C(\C)c3ccco3)c2C1 (stereo not given)
 : 1%, i, ., ., ., ., 6%, ., 4%, .
O=C(NNc1nc2ccc(Cl)cc2s1)c1cc(-c2cccs2)nc2ccccc12
 : 2%, ., 66, 66, 1.6, -36%, -4%, -31%, -8%, -5.6%
O=C(CC1N=C(Cc2ccccc2)NNC1=O)N/N=C/c1ccc([N+](=O)[O-])cc1 (stereo not given)
 : -3%, i, 3, -18, 1, -1%, 15%, -8%, 1%, 0.5%
CC(C)(C)c1cnnn1-c1ccc(/C=N/Nc2ccc([N+](=O)[O-])cc2)cc1
 : 5%, i, -2, -22, 1, 22%, 17%, 10%, 9%, -2.4%
Cc1nnc(SCC(=O)NCc2ccc3c(c2)OCO3)[nH]c1=O
 : -6%, i, -2, 1, 1.1, -10%, 35%, 1%, 7%, -3.4%
N#Cc1ccsc1NC(=O)CN1CCOCC1
 : -2%, i, ., ., ., ., 4%, ., 2%, .
O=C(c1cccc(F)c1)N1CCN(C(=O)c2cc3ncc(Br)cn3n2)CC1
 : -6%, i, 8, 21, 1.1, 15%, 4%, 9%, -1%, -1.6%
CCOC1(OCC)N=C(N)C2(C#N)C(c3ccc(NC(C)=O)cc3)C12C#N (stereo not given)
 : -8%, i, -22, -16, 1.1, 8%, 8%, 15%, 6%, -4.8%

From PubChem BioAssay
